ABHD4 inh: ABHD4 inhibitors, primary screen, biochemical, fluorescence polarization, mouse. purified mABHD4, FP-Rh probe fluorescence polarization. inhibition, % at 8.92 µM. 370,000 tested, 0.54% active;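 active = inhibition exceeding the mean over every tested compound plus 3 SD, cut at about 30% in these data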;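 note: 0% = plate median of compound wells and 100% = S159A mutant with DMSO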
Target sequence (Q8VD66 whole entry, looked up): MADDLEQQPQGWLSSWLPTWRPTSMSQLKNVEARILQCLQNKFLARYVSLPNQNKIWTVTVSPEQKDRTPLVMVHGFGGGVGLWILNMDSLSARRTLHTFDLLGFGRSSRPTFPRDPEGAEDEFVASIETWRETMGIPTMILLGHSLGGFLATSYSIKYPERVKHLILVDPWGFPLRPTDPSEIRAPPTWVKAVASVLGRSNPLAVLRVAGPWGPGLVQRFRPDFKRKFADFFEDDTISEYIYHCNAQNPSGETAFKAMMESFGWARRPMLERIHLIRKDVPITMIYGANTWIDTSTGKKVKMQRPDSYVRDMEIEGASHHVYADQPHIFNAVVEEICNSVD
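Test system: mABHD4 protein; Read-out basis: % inhibition; Incubation: 45 min + 60 min at 25 °C; Repeats: single replicate; Technique: fluorescence polarization with parallel and perpendicular emission, 525/598 nm; Compound: 8.92 µM, single dose; Benchmarks: full inhibition S159A mutant plus DMSO, zero as sample-well median.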
HTRA1 inhibitor: HTRA1 serine protease inhibitors, primary screen, biochemical, fluorescence polarization, HTS; Q92743; recombinant HTRA1, FP-rhodamine activity-based probe; inhibition, % at 5.96 µM; 340,000 tested, 0.5% active; in the data active = inhibition above about 36%;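 note: 0% = enzyme with DMSO and 100% = wells lacking enzyme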
PRMT1 FP inh: PRMT1 methyltransferase inhibitors, primary screen, biochemical, fluorescence polarization; recombinant PRMT1, activity-based probe fluorescence polarization; inhibition, % at 2.79 µM; 370,000 tested, 1.3% active;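 active = inhibition above about 21% made by adding two undisclosed values, limit read from the data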
Target sequence (Q99873 whole entry, looked up): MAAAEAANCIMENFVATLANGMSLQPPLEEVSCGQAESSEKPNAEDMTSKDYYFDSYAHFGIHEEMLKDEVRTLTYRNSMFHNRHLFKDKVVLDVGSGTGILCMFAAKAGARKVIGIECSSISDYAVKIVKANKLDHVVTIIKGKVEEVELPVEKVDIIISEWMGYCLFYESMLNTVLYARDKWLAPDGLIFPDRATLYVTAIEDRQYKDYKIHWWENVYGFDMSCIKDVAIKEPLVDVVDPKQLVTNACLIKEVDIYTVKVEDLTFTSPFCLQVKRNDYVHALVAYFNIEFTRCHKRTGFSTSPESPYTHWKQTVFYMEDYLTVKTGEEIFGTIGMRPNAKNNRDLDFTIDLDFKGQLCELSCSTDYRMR
UHRF1 binding: UHRF1 methylated DNA binding inhibitors, primary screen, counter-screen for MBD2 inhibitor project, biochemical, TR-FRET, human UHRF1, single concentration; inhibition, % at 4.4 µM; AID 687016, 2013; E3 ubiquitin-protein ligase UHRF1 (Homo sapiens), Q96T88; 370,000 tested, 0.75% active; UHRF1 binding to methylated oligo; in the data active = inhibition above about 21%;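 note: UHRF1 SRA domain binding a hemimethylated CpG hairpin DNA probe; 0% = median of test compound wells and 100% = reference inhibitor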
LEDGF integ inh: blockers of LEDGF/p75-dependent integrase strand transfer – biochemical, TR-FRET, high throughput, primary screen; AID 743269, 2014; TR-FRET IN-LEDGF/p75 DNA integration, Eu/Cy5; HIV-1 integrase (with human LEDGF/p75); inhibition, % at 3.7 µM; 370,000 tested, 0.64% active;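 active = inhibition above the screen-wide mean plus 3 SD, cut at about 13% in these data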;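 note: signal is the Cy5 over europium emission ratio at 671 and 618 nm; 0% = plate median of compound wells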
TDP2 absorb: human TDP2 enzyme inhibitors, primary screen, biochemical, epi absorbance, recombinant enzyme; T5PNP hydrolysis, p-nitrophenol absorbance 415 nm; inhibition, % at 12.8 µM; 370,000 tested, 0.34% active;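 active = inhibition above the mean of all tested compounds plus 3 SD, set per campaign, cut at about 25% in these data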;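 note: 0% = DMSO with enzyme and 100% = buffer with substrate but no TDP2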
Target sequence (O95551 whole entry, looked up): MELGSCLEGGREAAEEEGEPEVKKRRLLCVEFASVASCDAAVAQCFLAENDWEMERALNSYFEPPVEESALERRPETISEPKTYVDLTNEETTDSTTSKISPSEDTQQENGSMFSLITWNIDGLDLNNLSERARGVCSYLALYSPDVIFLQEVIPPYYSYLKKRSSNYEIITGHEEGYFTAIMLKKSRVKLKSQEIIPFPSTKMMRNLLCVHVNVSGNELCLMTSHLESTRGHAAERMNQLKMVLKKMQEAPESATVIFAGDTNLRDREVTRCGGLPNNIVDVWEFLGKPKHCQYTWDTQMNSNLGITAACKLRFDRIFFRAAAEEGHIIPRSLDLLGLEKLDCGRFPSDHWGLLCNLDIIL
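System: recombinant human TDP2 / Amount: 120 nM TDP2 per well / Also added: 5 mM T5PNP chromogenic substrate / Doses: 12.8 µM single point, 1% DMSO / Incubation: 2 h at 37 °C / Detection: p-Nitrophenol epi absorbance / Evaluation: % inhibition relative to enzyme-containing and enzyme-free wells / Repeats: singlicate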
SIAE inh: human SIAE inhibitors, primary screen, biochemical, fluorescence polarization, FP-Rh probe, 1536-well HTS | SIAE FP-Rh probe binding | inhibition, % at 9.66 µM | 370,000 tested, 0.69% active;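 active = inhibition above a cutoff: mean of compounds within the control limits plus 3 SD of those, cut at about 17% in these data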;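 note: 0% = plate median of compound wells and 100% = probe without SIAE protein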
PG9 binder: binders of HIV-1 gp120 antibody PG9, primary screen, biochemical, TR-FRET | TR-FRET gp120-PG9 antibody binding | HIV-1 gp120 / PG9 antibody interaction | inhibition, % at 6.7 µM | 360,000 tested, 0.43% active; in the data active = inhibition above about 8.5%
TCR CD3 inh: inhibitors of human TCR-CD3 interaction, primary screen, biochemical, fluorescence, TAMRA-labeled TCR probe | T-cell receptor (TCR) | inhibition, % at 9.4 µM | 360,000 tested, 0.37% active | AID 651800, 2012; in the data active = inhibition above about 19%;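 note: recombinant mutant TCR 2C K166C tagged with TAMRA read by polarization; 0% = receptor in buffer alone and 100% = receptor with positive control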
DDE Tn7 FP inh: inhibitors of Tn7 peptide binding to fibrin DD(E), primary screen, biochemical, fluorescence polarization, human fibrin, Tn7 probe; Fibrinogen beta chain (Homo sapiens), P02675; FP displacement of FITC-Tn7 peptide from fibrin DD(E); 0% = median of compound wells per plate; inhibition, % at 8.3 µM; 370,000 tested, 0.13% active; AID 720508, 2013;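 active = inhibition above the mean of compounds falling within the control limits plus 3 SD of them, cut at about 14% in these data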;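 note: 0% = plate median of compound wells and 100% = 10 µM Aha-Tn7 peptide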
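Test system – human fibrin DD(E) · Times – 10 min preincubation, 3 h with tracer, room temperature · Detection – fluorescence polarization of the labelled Tn7 tracer · Measure – percent inhibition normalized to high-control wells · Benchmarks – high control wells with 10 µM unlabelled Aha-Tn7 peptide (full inhibition) · Repeats – singlicate testing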
The depositor's hits bear a star. This is a subset; count on the stated rates, not on these rows.

CC1CN=C(Nc2cccc3ccccc23)S1 (stereo unspecified) was read as ABHD4 inh -8, HTRA1 inhibitor 1, PRMT1 FP inh 2, UHRF1 binding 5, LEDGF integ inh 3, TDP2 absorb -7, SIAE inh -5, PG9 binder 3.9, TCR CD3 inh -4 and DDE Tn7 FP inh 2.
Screening CC(=O)c1c(C)n(CCCOC(C)C)c2ccc(O)cc12 returned ABHD4 inh -3, HTRA1 inhibitor -4, PRMT1 FP inh -1, UHRF1 binding 0, LEDGF integ inh 1, TDP2 absorb -14, SIAE inh -2, PG9 binder 1.4, TCR CD3 inh -7 and DDE Tn7 FP inh -15.
CCc1c(C)nc(N)nc1N1N=C1SCC#N was read as ABHD4 inh 4, HTRA1 inhibitor 2, PRMT1 FP inh 0, UHRF1 binding 1, LEDGF integ inh -2, TDP2 absorb 0, SIAE inh -3, PG9 binder -0.4, TCR CD3 inh 3 and DDE Tn7 FP inh 5.
For Cc1ccc(OC(=O)N(C)C[C@@H]2OCc3cnnn3CCCC(=O)N([C@H](C)CO)C[C@@H]2C)cc1 the results were ABHD4 inh 3, HTRA1 inhibitor 2, PRMT1 FP inh -1, UHRF1 binding -1, LEDGF integ inh -2, TDP2 absorb 4, SIAE inh 1, PG9 binder -0.1, TCR CD3 inh 3 and DDE Tn7 FP inh -5.
For O=C(O)c1ccc(-n2c(O)c(/C=C3\C=Nc4ccccc43)c(=O)[nH]c2=O)cc1 the results were ABHD4 inh 0, HTRA1 inhibitor -4, PRMT1 FP inh 2, UHRF1 binding 0, LEDGF integ inh 2, TDP2 absorb 18, SIAE inh -8, PG9 binder -1.7, TCR CD3 inh 7 and DDE Tn7 FP inh -5.
`CN1C2CCC1CC(OC(=O)c1cc(Cl)cc(Cl)c1)C2` (stereo unspecified) gave ABHD4 inh 3, HTRA1 inhibitor 0, PRMT1 FP inh 1, UHRF1 binding 5, LEDGF integ inh -1, TDP2 absorb 9, SIAE inh 2, PG9 binder 1.1, TCR CD3 inh 1 and DDE Tn7 FP inh -1.
Screening O=C(CCC(=O)N1CC2C[C@@H](C1)Cn1c2cccc1=O)NCCc1ccccc1 returned ABHD4 inh 12, HTRA1 inhibitor 9, PRMT1 FP inh 2, UHRF1 binding 0, LEDGF integ inh -5, TDP2 absorb -9, SIAE inh -2, PG9 binder 1.9, TCR CD3 inh -3 and DDE Tn7 FP inh 0.
For O=C(c1ccc(F)c([N+](=O)[O-])c1)N1CC2CC(C1)c1cccc(=O)n1C2 (stereo unspecified) the results were ABHD4 inh -5, HTRA1 inhibitor 5, PRMT1 FP inh -5, UHRF1 binding -1, LEDGF integ inh 8, TDP2 absorb -5, SIAE inh 3, PG9 binder -1.2, TCR CD3 inh -1 and DDE Tn7 FP inh -9.
CC1CCC(NC(=O)CNC(=S)N2CC3CC(C2)c2cccc(=O)n2C3)CC1 (stereo unspecified) was read as ABHD4 inh -1, HTRA1 inhibitor -2, PRMT1 FP inh 2, UHRF1 binding 0, LEDGF integ inh 1, TDP2 absorb -7, SIAE inh -8, PG9 binder -0.3, TCR CD3 inh 2 and DDE Tn7 FP inh 5.
Screening COC(=NC1CCCCC1)C(O)c1c[nH]c2ccccc12 (stereo unspecified) returned ABHD4 inh -2, HTRA1 inhibitor 2, PRMT1 FP inh 1, UHRF1 binding 3, LEDGF integ inh 0, TDP2 absorb 7, SIAE inh -3, PG9 binder -1.2, TCR CD3 inh -1 and DDE Tn7 FP inh 8.
For O=C1NC(=O)C(C2CCCCCC2)C(=O)N1 the results were ABHD4 inh -17, HTRA1 inhibitor 5, PRMT1 FP inh 10, UHRF1 binding 2, LEDGF integ inh -1, TDP2 absorb 9, SIAE inh -7, PG9 binder 0.8, TCR CD3 inh 5 and DDE Tn7 FP inh 6.
Cc1cc(C=O)c(C)n1CC1CCCO1 (stereo unspecified) was read as ABHD4 inh 0, HTRA1 inhibitor 4, PRMT1 FP inh -1, UHRF1 binding 0, LEDGF integ inh -1, TDP2 absorb -6, SIAE inh -1, PG9 binder -0.7, TCR CD3 inh 8 and DDE Tn7 FP inh 4.
`c1ccc2c(CNC3CCCCC3)c[nH]c2c1` gave ABHD4 inh 4, PRMT1 FP inh -3, UHRF1 binding 0, LEDGF integ inh 2, TDP2 absorb -10, SIAE inh 5, PG9 binder -2.1, TCR CD3 inh 3 and DDE Tn7 FP inh -8.
O=c1[nH]c(=S)n(CCC2=CCCCC2)c(O)c1/C=N/Nc1ccccc1 was read as ABHD4 inh 4, HTRA1 inhibitor 0, PRMT1 FP inh 13, UHRF1 binding -3, LEDGF integ inh -3, TDP2 absorb 0, SIAE inh -5, PG9 binder 1.0, TCR CD3 inh -14 and DDE Tn7 FP inh 2.
`O=Cc1c(C(=O)O)n(Cc2ccc(F)cc2Cl)c2ccccc12` gave ABHD4 inh -1, HTRA1 inhibitor -11, PRMT1 FP inh -1, UHRF1 binding 0, LEDGF integ inh -2, TDP2 absorb 9, SIAE inh -3, PG9 binder -2.3, TCR CD3 inh 1 and DDE Tn7 FP inh 6.
Screening COc1cc(C(=O)N2C[C@H]3C[C@@H](C2)c2cccc(=O)n2C3)cc(OC)c1OC returned ABHD4 inh -2, HTRA1 inhibitor -2, PRMT1 FP inh -1, UHRF1 binding -3, LEDGF integ inh 3, TDP2 absorb -3, SIAE inh 2, PG9 binder 1.2, TCR CD3 inh -4 and DDE Tn7 FP inh 2.
`C[C@H]1[C@@H](c2ccccc2)O[C@@H](c2ccccc2Br)N1C` gave ABHD4 inh 3, HTRA1 inhibitor 2, PRMT1 FP inh -1, UHRF1 binding 1, LEDGF integ inh 1, TDP2 absorb 7, SIAE inh 4, PG9 binder -1.8, TCR CD3 inh 4 and DDE Tn7 FP inh 0.
O=C1C(Cc2cnc[nH]2)NC(=S)N1c1ccccc1 (stereo unspecified) was read as ABHD4 inh 7, HTRA1 inhibitor 0, PRMT1 FP inh -2, UHRF1 binding -1, LEDGF integ inh 2, TDP2 absorb 7, SIAE inh -3, PG9 binder 0.1, TCR CD3 inh 5 and DDE Tn7 FP inh -4.
Screening COC(=O)C1=C(c2cc3ccccc3s2)C[C@@H]2CC[C@H]1N2C(=O)NCCO returned ABHD4 inh 4, HTRA1 inhibitor -7, PRMT1 FP inh 7, UHRF1 binding -1, LEDGF integ inh 8, TDP2 absorb 0, SIAE inh -3, PG9 binder 0.1, TCR CD3 inh -3 and DDE Tn7 FP inh -2.
For CN(C)c1ccc(/C=C/C=C/c2sc3ccccc3[n+]2C)cc1 the results were ABHD4 inh -52, HTRA1 inhibitor -11, PRMT1 FP inh 0, UHRF1 binding -4, LEDGF integ inh -10, TDP2 absorb -4, SIAE inh -36, PG9 binder -126, TCR CD3 inh -20 and DDE Tn7 FP inh -4.

A run of entries from further up:
For O=C1NC(=O)C(C2CCCCCC2)C(=O)N1 the results were ABHD4 inh -17, HTRA1 inhibitor 5, PRMT1 FP inh 10, UHRF1 binding 2, LEDGF integ inh -1, TDP2 absorb 9, SIAE inh -7, PG9 binder 0.8, TCR CD3 inh 5 and DDE Tn7 FP inh 6.
Cc1cc(C=O)c(C)n1CC1CCCO1 (stereo unspecified) was read as ABHD4 inh 0, HTRA1 inhibitor 4, PRMT1 FP inh -1, UHRF1 binding 0, LEDGF integ inh -1, TDP2 absorb -6, SIAE inh -1, PG9 binder -0.7, TCR CD3 inh 8 and DDE Tn7 FP inh 4.
`c1ccc2c(CNC3CCCCC3)c[nH]c2c1` gave ABHD4 inh 4, PRMT1 FP inh -3, UHRF1 binding 0, LEDGF integ inh 2, TDP2 absorb -10, SIAE inh 5, PG9 binder -2.1, TCR CD3 inh 3 and DDE Tn7 FP inh -8.
O=c1[nH]c(=S)n(CCC2=CCCCC2)c(O)c1/C=N/Nc1ccccc1 was read as ABHD4 inh 4, HTRA1 inhibitor 0, PRMT1 FP inh 13, UHRF1 binding -3, LEDGF integ inh -3, TDP2 absorb 0, SIAE inh -5, PG9 binder 1.0, TCR CD3 inh -14 and DDE Tn7 FP inh 2.

Next section
For O=C(NC(C(Cl)Cl)N1CCOCC1)c1ccccc1 (stereo unspecified) the results were ABHD4 inh 7, HTRA1 inhibitor 7, PRMT1 FP inh 2, UHRF1 binding -2, LEDGF integ inh -2, TDP2 absorb -1, SIAE inh -1, PG9 binder -1.2, TCR CD3 inh -7 and DDE Tn7 FP inh 3.
Screening O=[N+]([O-])c1ccc(N2CCCCC2)c2ncccc12 returned ABHD4 inh 3, HTRA1 inhibitor 0, PRMT1 FP inh 3, UHRF1 binding -6, LEDGF integ inh -9, TDP2 absorb -5, SIAE inh -1, PG9 binder -1.7, TCR CD3 inh 2 and DDE Tn7 FP inh -2.
Fc1ccc(N2CCN(Cc3ccc4c(c3)OCO4)CC2)cc1 was read as ABHD4 inh 14, HTRA1 inhibitor -8, PRMT1 FP inh -1, UHRF1 binding -1, LEDGF integ inh 0, TDP2 absorb 9, SIAE inh 8, PG9 binder -1.0, TCR CD3 inh 7 and DDE Tn7 FP inh -3.
Screening CC(c1ccccc1F)n1cc(C(=O)Nc2ccc3nc[nH]c3c2)nn1 (stereo unspecified) returned ABHD4 inh -11, HTRA1 inhibitor -8, PRMT1 FP inh -1, UHRF1 binding 5, LEDGF integ inh 1, TDP2 absorb -18, SIAE inh -3, PG9 binder -1.2, TCR CD3 inh 5 and DDE Tn7 FP inh 2.
`CC1CN(c2ccccn2)C(C)CN1C(=O)C(O)(c1ccccc1)c1ccccc1` (stereo unspecified) gave ABHD4 inh -1, HTRA1 inhibitor -2, PRMT1 FP inh 0, UHRF1 binding 6, LEDGF integ inh -2, TDP2 absorb -12, SIAE inh -3, PG9 binder 0.1, TCR CD3 inh 3 and DDE Tn7 FP inh 4.
For CC(Cc1ccccc1)N(C)CC1C(=O)C2CCC1C2 (stereo unspecified) the results were ABHD4 inh 1, HTRA1 inhibitor 11, PRMT1 FP inh -2, UHRF1 binding 1, LEDGF integ inh -1, TDP2 absorb 6, SIAE inh -2, PG9 binder -0.4, TCR CD3 inh -1 and DDE Tn7 FP inh -7.

Screening data from PubChem.
